# Source: PubChem
# MITF TRPM1 HTS – activators of MITF-driven TRPM1 promoter reporter, primary screen, cell-based, SK-MEL-5, luciferase, single point. SK-MEL-5 TRPM1-promoter luciferase, 24 h; % of positive control, neutral wells = 0. activation, % at 12.5 µM. actives 0.75% (n = 300,000);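 active means mean activation of at least 80% with every replicate also reaching 80%; inconclusive means mean reaches 80% but some replicate falls short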;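 further: 0% = neutral control wells and 100% = parthenolide positive control wells; values of inactives mirror those of a sister screen read the other way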
# phage Ecoli inh – growth loss of phage-infected E. coli, primary screen, RecBCD inhibitor project, absorbance, with phage, HTS | AID 651602, 2012 | actives 0.26% (n = 360,000) | inhibition, % at 11.9 µM; in the data active means inhibition above about 11%
# AddAB inh – growth inhibition of E. coli expressing H. pylori AddAB, primary screen, AddAB inhibitor project, absorbance; inhibition, % at 11.9 µM; AID 435030, 2010; actives 0.29% (n = 330,000); in the data active means inhibition above about 12%;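 further: 0% = vehicle wells of infected cells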
# Tat transport – E. coli Tat export inhibitors, primary screen, MC4100, TorA-mCherry reporter, fluorescence, single point; inhibition, % at 10 µM; actives 0.036% (n = 340,000); AID 488895, 2010;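 active means mean replicate inhibition at least 50% and at least half of replicates individually reaching 50%; inconclusive means only one of the two criteria met; inactive means neither criterion met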;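 further: exported cargo escapes ClpAP degradation while cytoplasmic cargo is degraded and loses fluorescence; 0% = median of neutral control wells and 100% = median of NaSCN control wells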
# SR-BI DiI inh – inhibitors of SR-BI mediated HDL lipid uptake, primary screen, ldlA[mSR-BI] cells, fluorescence, single point. ldlA[mSR-BI] CHO cells, DiI-HDL uptake fluorescence, 3 h. inhibition, % at 12.5 µM. actives 0.96% (n = 320,000);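 active means mean replicate inhibition of at least 70% and a set share of replicates each scoring 70 or more; inconclusive means meets just one of the two criteria; inactive means fails both criteria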;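 further: 0% = median of neutral control wells and 100% = median of positive control wells; values of inactives mirror those of a sister screen read the other way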
# Target sequence (Q61009 whole entry, looked up): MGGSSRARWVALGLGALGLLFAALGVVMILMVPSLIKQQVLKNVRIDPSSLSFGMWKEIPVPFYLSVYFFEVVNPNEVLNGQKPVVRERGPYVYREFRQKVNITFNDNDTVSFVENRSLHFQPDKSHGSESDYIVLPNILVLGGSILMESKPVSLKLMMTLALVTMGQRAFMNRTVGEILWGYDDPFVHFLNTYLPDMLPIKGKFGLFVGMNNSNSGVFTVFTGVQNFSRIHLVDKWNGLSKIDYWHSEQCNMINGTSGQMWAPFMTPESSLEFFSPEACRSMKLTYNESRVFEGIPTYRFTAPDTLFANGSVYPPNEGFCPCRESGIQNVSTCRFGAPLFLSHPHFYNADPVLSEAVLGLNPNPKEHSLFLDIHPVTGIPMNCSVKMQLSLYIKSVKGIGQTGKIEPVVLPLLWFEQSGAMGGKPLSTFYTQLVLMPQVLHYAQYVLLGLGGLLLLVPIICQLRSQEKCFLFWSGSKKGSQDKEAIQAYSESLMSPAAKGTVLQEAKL
# E coli growth – E. coli V3065 growth inhibition, primary screen, counter-screen for AddAB inhibitor project, absorbance, OD600 | 18 h | inhibition, % at 11.9 µM | actives 0.27% (n = 330,000);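 active means inhibition above the campaign's mean inhibition across all tested compounds plus 3 SD, cut at about 9.9% in these data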;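 further: uninfected addAB+ strain grown without phage in ampicillin broth; 0% = DMSO wells and 100% = ciprofloxacin 0.95 µg/ml wells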
# SR-BI DiI-HDL act – activators of SR-BI mediated DiI-HDL uptake, primary screen, ldlA[mSR-BI] CHO cells, DiI fluorescence; actives 0.096% (n = 320,000); AID 504775, 2011; activation, % at 12.5 µM; 3 h; 100 = double the neutral-control signal;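 active means mean replicate activation of at least 60% and every replicate at or above 60%; inconclusive means mean or all-replicate condition met, but not both; inactive means mean below 60% and not all replicates reaching 60%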;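 further: 0% = median plate neutral-control signal and 100% = twice that signal; values of inactives mirror those of a sister screen read the other way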
#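 system = CHO ldlA[mSR-BI] cells, LDL receptor-null, SR-BI overexpressing | medium = Ham's F12 with 0.5% BSA, HEPES 25 mM, pH 7.4 | probe or stimulus = DiI-HDL 10 µg/mL | compound dosing = single-point compound dose | incubation = compound exposure 3 h, 37 °C | technique = DiI fluorescence, bottom read | read-out = cell-associated DiI fluorescence as measure of HDL uptake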
# CAL PDZ FP-1 – CAL PDZ peptide-binding inhibitors, primary screen, biochemical, fluorescence polarization, Cer-tagged CAL PDZ, HTS; Golgi-associated PDZ and coiled-coil motif-containing protein (Homo sapiens), Q9HD26; actives 0.02% (n = 330,000); inhibition, % at 20 µM; AID 504414, 2011; purified CAL PDZ, TMR-peptide fluorescence polarization, 1 h;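 active means highest replicate inhibition of at least 40%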;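 further: plate controls were DMSO neutral control wells for no effect and unlabeled competitor peptide control wells for full effect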
#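 Material – purified CerCALP PDZ construct · Detection – FP readout, S and P plane fluorescence · Measure – percent inhibition from loss of millipolarization · Controls – unlabelled peptide for full inhibition, DMSO wells as neutral · Probe or stimulus – TMR-labelled reporter peptide T*-PRC34 bound in PDZ groove · Times – 1 h at RT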
# Wnt act – Wnt/beta-catenin pathway activators, primary screen, cell-based, plate reader, single point; Wnt/beta-catenin reporter cell assay, activator; activation, % at 9.35 µM; actives 1.2% (n = 300,000); AID 743398, 2014; in the data active means activation above about 30%, passing the limit was not always enough; inconclusive means no clear call, values can overlap the other calls;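 further: 0% = neutral control wells and 100% = positive control wells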
# CAL PDZ FP-2 – untagged CAL PDZ binding inhibitors, primary screen, biochemical, fluorescence polarization, HTS; inhibition, % at 24.9 µM; Golgi-associated PDZ and coiled-coil motif-containing protein (Homo sapiens), Q9HD26; purified CAL PDZ, TMR-peptide fluorescence polarization, 1 h; actives 0.92% (n = 300,000); AID 602252, 2012;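 active means mean inhibition of at least 30% with at least half of replicates also reaching 30%; inconclusive means no clear call, values can overlap the other calls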;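 further: 0% = DMSO neutral control and 100% = excess unlabeled competitor peptide PRC23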
# * marks the source's active call; other numbers are inactive results; u = inconclusive; x = not tested or not shown.
SMILES,MITF TRPM1 HTS,phage Ecoli inh,AddAB inh,Tat transport,SR-BI DiI inh,E coli growth,SR-BI DiI-HDL act,CAL PDZ FP-1,Wnt act,CAL PDZ FP-2
COc1ccccc1-n1c(CNC(=O)c2ccccc2)nnc1SCC(=O)Nc1nnc(C)s1,1,4.5,-1.6,-1,-22,-1.4,22,-2.8,5,x
CN(CC1CCCO1)S(=O)(=O)c1ccc(C(=O)Nc2nccs2)cc1 (centres undefined),20,1.4,1.0,-2,13,3.1,-13,-0.4,-3,-6
CCCN1Cc2cccc(C(=O)NCCc3ccccc3)c2C1=O,1,-1.4,1.9,-2,15,2.5,-15,-1.1,-1,-1
Cc1cc(C)cc(NC(=O)c2cc3c(=O)n4ccccc4nc3s2)c1,2,0.4,-0.2,2,78*,-1.4,-78,-2.4,1,1
Nc1ccc(S(=O)C(F)(F)F)cc1 (centres undefined),13,2.1,-0.1,-3,-35,-0.4,35,-1.4,0,-1
CN(CC(=O)Nc1ccc(SC(F)F)cc1)C1CCCCC1,11,4.6,6.1,7,10,4.2,-10,-1.1,-4,x
Cc1cc(C(=O)OCC(=O)N2CC(C)OC(C)C2)ccc1[N+](=O)[O-] (centres undefined),-4,2.0,-0.9,-4,5,1.3,-5,0.3,-1,10
Cc1ccccc1OCCCc1c(C)n[nH]c1C,3,-1.2,-0.1,5,8,-2.2,-8,-0.9,-1,1
CCCN1CN=C(Nc2nc3ccccc3o2)NC1,x,4.0,-1.2,-13,-2,0.2,2,-1.5,-1,x
O=c1ccn(Cc2ccccc2)c(SCc2ccccc2)n1,-8,1.8,x,4,-13,x,13,-0.9,-1,-1
CN(C)c1nc(NS(=O)(=O)c2ccc(Cl)cc2)nc(N(C)C)n1,8,0.8,0.4,-6,-12,1.1,12,-2.5,x,x
CC(C)(C)NC(=S)N1CCC(C(=O)c2ccc(Cl)cc2)CC1,x,3.3,1.3,-3,11,-1.8,-11,-0.6,-1,-3
Cc1ccc(S(=O)(=O)N(C)CC(=O)NNC(=O)Cc2ccccc2F)cc1,-5,2.8,0.3,7,6,-0.6,-6,-1.7,0,2
CSc1cccc(NC(=O)C2(S(=O)(=O)c3ccc(C)cc3)CC2)c1,-3,-1.1,2.0,4,-7,-1.9,7,-0.1,2,1
CC1(C)CC(O)CC(C)(C)N1CC(O)COCc1ccccc1 (centres undefined),-6,2.7,2.2,2,-6,0.7,x,-1.1,0,-2
COc1ccccc1NC(=O)CCN1CCCCCC1,15,0.6,-3.0,-7,-51,-2.0,51,-2.3,-1,2
COc1ccc(NC(=O)CSc2nnc(Cc3cccn3C)n2-c2ccc(F)cc2)cc1OC,x,-2.0,3.5,1,23,-0.2,-23,-0.2,0,x
Nn1c(SCC(=O)Nc2ccccc2Oc2ccccc2)nnc1C1CC1,-5,-0.8,x,-4,-22,x,22,-1.2,7,-5
COc1ccc(OC)c(/C=N/NC(=O)c2cc3c(OC)c(OC)ccc3[nH]2)c1,4,1.1,2.6,0,72*,0.9,-72,0.5,-1,-2
O=C(CSc1nnc(NC(=O)c2ccccc2[N+](=O)[O-])s1)NC1CCCC1,-7,-0.4,0.6,-5,-16,1.5,16,-1.6,1,-4
COc1ccc(Cl)cc1C(=O)N1CCN=C1SC,9,0.8,2.5,-6,x,-1.6,x,-0.6,0,0
CCOC(=O)C1(Cc2cccc(OC)c2)CCN(Cc2cccc3c2OCO3)CC1,6,4.7,2.2,-2,1,-0.6,-1,-1.4,-3,-4
CN(C)S(=O)(=O)c1cccc(N=c2scc(-c3ccc4c(c3)NC(=O)CO4)n2CC2CCCO2)c1 (centres undefined),x,0.6,1.6,2,15,2.4,-15,-0.6,x,x
COc1ccc(Nc2nc(NCC3CCCO3)nc(N)c2[N+](=O)[O-])cc1 (centres undefined),3,2.1,2.7,-5,49,0.7,-49,-1.2,0,x
CCCOc1ccc(C2C(=O)N(C3CCCCCC3)CC(=O)N2Cc2ccco2)cc1OC (centres undefined),8,2.4,2.6,3,12,-0.2,-12,-1.7,x,x

# Next section (2 carried over from the part before).
SMILES,MITF TRPM1 HTS,phage Ecoli inh,AddAB inh,Tat transport,SR-BI DiI inh,E coli growth,SR-BI DiI-HDL act,CAL PDZ FP-1,Wnt act,CAL PDZ FP-2
COc1ccc(Nc2nc(NCC3CCCO3)nc(N)c2[N+](=O)[O-])cc1 (centres undefined),3,2.1,2.7,-5,49,0.7,-49,-1.2,0,x
CCCOc1ccc(C2C(=O)N(C3CCCCCC3)CC(=O)N2Cc2ccco2)cc1OC (centres undefined),8,2.4,2.6,3,12,-0.2,-12,-1.7,x,x
COc1ccc(C(=O)NCCNC(=O)c2ccccn2)cc1,-2,0.8,3.4,4,x,-1.0,x,-3.9,-1,2
Cc1cc(NC(=O)CSc2nc(Cc3ccc(O)cc3)c(C)[nH]2)no1,1,0.4,6.4,6,8,-2.2,-8,-2.3,0,-3
CCc1cc(=O)oc2cc(C)cc(OCC(=O)NCCCn3ccnc3)c12,-2,-1.0,2.5,4,-23,2.7,23,-1.6,2,1
O=C(Cc1ccc(Cl)cc1)N1CCN(c2ccc(F)cc2)CC1,-9,1.5,0.4,6,-26,-0.2,26,-1.0,0,-4
Cc1cc(C(=O)Nc2ccncc2)c(C)o1,-3,1.9,x,-5,-11,x,11,-2.8,1,0
COC(=O)c1ccccc1-c1ccc(C(c2c(C)[nH][nH]c2=O)c2c(C)[nH][nH]c2=O)o1,-3,1.3,-1.0,-8,-16,-2.2,16,-0.4,x,-4
Cc1ccc(S(=O)(=O)Nc2ccc(N=Nc3ccc(O)cc3)cc2)cc1,3,3.8,1.6,-3,5,0.6,-5,-2.8,-8,-1
NC(=S)c1ccc(C(N)=S)o1,-3,6.3,-2.3,16,-3,0.2,3,0.8,-4,-1
COc1ccc(CCNC(=O)c2cc3c(=O)n4cccc(C)c4nc3n(CCCN3CCOCC3)c2=N)cc1,-73,1.0,1.5,3,-27,-1.9,27,-3.8,2,-7
COCCN(C(=O)c1csnn1)C(C(=O)NC1CCCCC1)c1cccs1 (centres undefined),-3,1.7,1.9,6,-24,-1.3,24,-0.4,x,-7
N#CCCN(C(=O)COC(=O)c1ccc2c(=O)n3c(nc2c1)CCC3)c1ccccc1,0,0.0,0.8,-7,-7,0.0,7,x,-1,2
O=C(Nc1cccc(Cl)c1)C1CC1c1ccccc1 (centres undefined),x,-0.4,4.1,2,5,2.3,-5,-0.5,0,-1
CC(=O)Nc1ccc(NC(=O)C(C)OC(=O)C2CCC2)cc1 (centres undefined),1,-0.2,6.0,9,-13,1.7,13,-0.6,-3,-2
CC(C)(C)NC(=O)c1ccc2c(c1)C(=O)N(C1CCCCC1)C2=O,45,3.1,1.3,2,19,1.4,-19,-0.5,0,-5
CN(c1cccc(NC(=O)c2ccc(N(C)S(=O)(=O)c3ccccc3)cc2)c1)S(C)(=O)=O,-38,2.5,0.8,0,u,-2.2,-71,-2.3,-3,-3
CC(=O)N1c2ccc(S(=O)(=O)NCCC(=O)Nc3ccc(F)cc3C)cc2CC1C (centres undefined),-5,0.4,1.2,4,8,-2.0,-8,-0.9,0,x
CCOC(=O)C1CCN(C(=O)C2CCN(c3nc4ccc(OC)cc4s3)CC2)CC1,-7,3.2,1.8,-2,57,1.0,-57,-0.9,x,-6
O=C(NCc1ccccc1CN1CCOCC1)c1ccc(-n2cccn2)cc1,7,2.1,1.2,2,3,1.3,-3,-1.0,0,-1
COc1cc(/C=N/N2CCN(Cc3ccc(Cl)cc3)CC2)ccc1OC(C)=O,x,1.5,3.9,10,-14,-0.3,14,0.0,-3,2

# A stretch taken from the entries so far, for reference:
SMILES,MITF TRPM1 HTS,phage Ecoli inh,AddAB inh,Tat transport,SR-BI DiI inh,E coli growth,SR-BI DiI-HDL act,CAL PDZ FP-1,Wnt act,CAL PDZ FP-2
Cc1ccc(S(=O)(=O)Nc2ccc(N=Nc3ccc(O)cc3)cc2)cc1,3,3.8,1.6,-3,5,0.6,-5,-2.8,-8,-1
NC(=S)c1ccc(C(N)=S)o1,-3,6.3,-2.3,16,-3,0.2,3,0.8,-4,-1
COc1ccc(CCNC(=O)c2cc3c(=O)n4cccc(C)c4nc3n(CCCN3CCOCC3)c2=N)cc1,-73,1.0,1.5,3,-27,-1.9,27,-3.8,2,-7
COCCN(C(=O)c1csnn1)C(C(=O)NC1CCCCC1)c1cccs1 (centres undefined),-3,1.7,1.9,6,-24,-1.3,24,-0.4,x,-7
N#CCCN(C(=O)COC(=O)c1ccc2c(=O)n3c(nc2c1)CCC3)c1ccccc1,0,0.0,0.8,-7,-7,0.0,7,x,-1,2
O=C(Nc1cccc(Cl)c1)C1CC1c1ccccc1 (centres undefined),x,-0.4,4.1,2,5,2.3,-5,-0.5,0,-1
CC(=O)Nc1ccc(NC(=O)C(C)OC(=O)C2CCC2)cc1 (centres undefined),1,-0.2,6.0,9,-13,1.7,13,-0.6,-3,-2
CC(C)(C)NC(=O)c1ccc2c(c1)C(=O)N(C1CCCCC1)C2=O,45,3.1,1.3,2,19,1.4,-19,-0.5,0,-5
CN(c1cccc(NC(=O)c2ccc(N(C)S(=O)(=O)c3ccccc3)cc2)c1)S(C)(=O)=O,-38,2.5,0.8,0,u,-2.2,-71,-2.3,-3,-3
CC(=O)N1c2ccc(S(=O)(=O)NCCC(=O)Nc3ccc(F)cc3C)cc2CC1C (centres undefined),-5,0.4,1.2,4,8,-2.0,-8,-0.9,0,x
CCOC(=O)C1CCN(C(=O)C2CCN(c3nc4ccc(OC)cc4s3)CC2)CC1,-7,3.2,1.8,-2,57,1.0,-57,-0.9,x,-6
O=C(NCc1ccccc1CN1CCOCC1)c1ccc(-n2cccn2)cc1,7,2.1,1.2,2,3,1.3,-3,-1.0,0,-1
COc1cc(/C=N/N2CCN(Cc3ccc(Cl)cc3)CC2)ccc1OC(C)=O,x,1.5,3.9,10,-14,-0.3,14,0.0,-3,2

# Hits appear at their usual frequency; any-hit rate near 3.6%.
